Screening results as filed in PubChem BioAssay.
DAX1 inh-1 = inhibitors of DAX1 repression of SF-1 activated StAR promoter; HEK293T StAR-luciferase reporter, SF-1/DAX-1 repression relief; inhibition, % at 6.8 µM; actives 1.1% (n = 370,000); AID 652010;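 active means inhibition above the mean over all tested compounds plus 3 SD, cut at about 3.6% in these data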;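 further: 0% = DAX-1 cells with DMSO and 100% = cells lacking DAX-1 with DMSO; higher inhibition means more luminescence from relief of DAX-1 repression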
Rev-erbA mod = modulates human Rev-erb alpha binding to DNA; P20393; Rev-erbα–FITC-DNA binding, fluorescence polarization, 90 min; activity, % at 10 µM; actives 0.79% (n = 370,000);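 active means activity above about 14%, limit read from the data; passing the limit was not always enough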;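 further: 0% = DMSO wells with 35 nM protein and 100% = DMSO wells with 750 nM protein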
MBD2 inh = MBD2-methylated oligo binding inhibition; Q9UBB5; TR-FRET, MBD2 binding to methylated oligonucleotide; inhibition, % at 4.4 µM; actives 0.31% (n = 370,000); AID 686964; in the data active means inhibition above about 13%
Target sequence (Q9UBB5 whole entry, looked up): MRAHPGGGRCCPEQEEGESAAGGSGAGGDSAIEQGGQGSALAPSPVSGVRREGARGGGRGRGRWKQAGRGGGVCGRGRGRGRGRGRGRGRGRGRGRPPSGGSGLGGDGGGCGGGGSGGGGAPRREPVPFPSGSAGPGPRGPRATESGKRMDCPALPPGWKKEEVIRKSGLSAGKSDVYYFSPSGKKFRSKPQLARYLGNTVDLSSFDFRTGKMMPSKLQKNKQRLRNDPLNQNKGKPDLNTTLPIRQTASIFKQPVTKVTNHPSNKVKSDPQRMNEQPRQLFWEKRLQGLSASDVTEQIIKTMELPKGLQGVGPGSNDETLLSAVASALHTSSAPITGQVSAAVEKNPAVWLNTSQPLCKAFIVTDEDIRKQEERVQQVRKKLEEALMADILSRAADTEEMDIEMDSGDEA
ADAM17 inh = ADAM17 inhibition, QFRET primary screen. P78536. recombinant ADAM17, EDANS/DABCYL FRET peptide cleavage. inhibition, % at 6.95 µM. actives 0.83% (n = 370,000). AID 720648;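 active means inhibition above the mean of compounds lying between control limits plus 3 SD, set per campaign, cut at about 8.5% in these data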;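 further: 0% = DMSO-only wells as the low control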
PLC-beta3 inh = blocks human PLC-beta3 enzyme activity. Q01970. Purified PLC-beta3, fluorogenic substrate, fluorescence. AID 720704. actives 0.18% (n = 370,000). inhibition, % at 12.2 µM; in the data active means inhibition above about 11%;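 further: 0% = median of compound wells on plate and 100% = full blocker control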
hgDAF12 agonist = activates the H. glycines DAF-12 receptor ligand-binding domain | actives 1.8% (n = 370,000) | HEK293 GAL4-hgDAF12 UAS-luciferase reporter, agonist luminescence; normalized to butyrate control | activation, % at 6.8 µM;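 active means activation above a cutoff set at the mean of all screened compounds plus 3 SD, cut at about 10% in these data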;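 further: 0% = DMSO wells and 100% = sodium butyrate wells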
hcDAF-12 act = activators of H. contortus DAF-12 nuclear receptor; actives 1.4% (n = 370,000); HEK293 hcDAF-12 lit1-tk-luc reporter, luminescence; 0% DMSO, 100% Δ7-dafachronic acid; activation, % at 6.8 µM;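 active means activation above the mean of all tested compounds plus 3 SD, cut at about 5.5% in these data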;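 further: 100% = response to 3 µM Δ7-dafachronic acid high control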
SMARCA2 act = activators of SMARCA2 function. MG213 cells, MMTV-luciferase reporter, dexamethasone, overnight. activation, % at 9.1 µM. actives 1% (n = 370,000). AID 652017; in the data active means activation above about 7.8%;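 further: 0% = vehicle wells and 100% = reference activator wells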
ssDAF12 agonist = S. stercoralis DAF-12 activation, primary screen | HEK293 ssDAF-12/GRIP1 lit1-tk-luc reporter, luminescence; % of 3 µM dafachronic acid response | activation, % at 6.8 µM | actives 1% (n = 370,000) | AID 652126;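 active means activation above the mean over all tested compounds plus 3 SD, cut at about 0.9% in these data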;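 further: 0% = DMSO-only wells and 100% = 3 µM delta7-dafachronic acid wells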
DAX1 inh-2 = NR0B1 (DAX1) inhibition; AID 504766; HEK293 Gal4-DAX1 luciferase reporter, luminescence; actives 0.99% (n = 340,000); P51843; inhibition, % at 6.75 µM;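 active means inhibition above the mean over all tested compounds plus 3 SD, cut at about 4.2% in these data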;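 further: 0% = DAX1-transfected cells with DMSO and 100% = empty-vector control cells with DMSO; inhibition shows as a rise in luminescence from relieved DAX1 repression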
Target sequence (P51843 207-470 limits assumed): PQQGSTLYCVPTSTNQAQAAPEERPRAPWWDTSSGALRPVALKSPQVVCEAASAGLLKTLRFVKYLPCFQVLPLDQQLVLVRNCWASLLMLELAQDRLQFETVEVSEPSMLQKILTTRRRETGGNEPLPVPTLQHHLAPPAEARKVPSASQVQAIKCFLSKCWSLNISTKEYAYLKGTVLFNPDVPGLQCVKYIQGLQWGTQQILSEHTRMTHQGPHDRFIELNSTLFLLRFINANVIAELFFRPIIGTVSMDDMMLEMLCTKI
PLCg1 inh = PLC-gamma1 (human) inhibition, primary screen | P19174 | purified PLC-gamma1, fluorogenic substrate, fluorescence | inhibition, % at 12.2 µM | actives 0.84% (n = 370,000); in the data active means inhibition above about 9.5%
Starred values were filed as active, the others as inactive; x = not tested or not shown.

#	SMILES	DAX1 inh-1	Rev-erbA mod	MBD2 inh	ADAM17 inh	PLC-beta3 inh	hgDAF12 agonist	hcDAF-12 act	SMARCA2 act	ssDAF12 agonist	DAX1 inh-2	PLCg1 inh
1	COc1ccc(C(=O)Nc2nc3c(s2)CCCC3)cc1S(=O)(=O)N1CCCc2ccccc21	-1.7	1	0	2	-47	-9.4	-0.8	-6	-2.0	-4.5	-47
2	COc1ccc(NS(=O)(=O)c2cccc(C(=O)NCC(c3cccs3)N3CCOCC3)c2)cc1 (stereo not given)	-0.5	-6	-1	0	3	1.4	0.0	-3	-1.1	0.4	1
3	CCN1/C(=C2\C(=O)N(C)C(=S)N2C)C=Cc2cc(OC)ccc21	0.0	0	2	-66	-42	-3.1	-1.2	-5	-1.4	-0.4	-42
4	CCOc1ccc(S(=O)(=O)NCC(=O)N(C)Cc2cccnc2)cc1	-0.5	0	-4	-2	2	-0.3	-1.0	0	-1.2	-0.1	1
5	CCOc1ccc(CSC2=NCCN2)cc1Cl	-0.7	0	-3	-4	-1	3.6	-0.9	-3	-0.9	0.2	-3
6	CCc1cccc(C)c1N1C(=O)CN(Cc2ccccc2)C1=S	0.3	0	0	3	-8	-2.0	-0.2	-1	-1.0	0.7	0
7	CC1(C(=O)NCc2cccs2)CCN1C(=O)Cc1ccc(Cl)cc1Cl (stereo not given)	-1.4	6	-1	2	1	1.4	-0.3	2	-1.4	x	1
8	C#CCOCCOCCOCCNc1nc(N2CCN(C(=O)Cn3cc(CCCN=C(N)N)nn3)CC2)nc(N2CCN(C(=O)[C@H](CCCCN)n3cc(CCCC)nn3)CC2)n1	-0.1	-2	5	-1	0	12*	0.0	-2	-1.3	0.6	4
9	COC(=O)Cn1ccc2cc(S(=O)(=O)N3CCCCCC3)ccc21	-0.6	-5	-1	-2	-8	-1.6	-0.2	0	-1.3	0.5	-2
10	CC(C)=CCC[C@](C)(O)C1CC[C@]2(C)C1C(O)CC1[C@@]3(C)CCC(O)C(C)(C)C3C(O[C@@H]3OC(CO)C(O)C(O)C3O[C@@H]3OC(C)C(O)C(O)C3O)C[C@]12C (stereo not given in full)	0.5	-1	0	-1	1	-0.2	1.5	1	-0.5	0.5	-7
11	COc1c(O)ccc(/C=N\NC(=O)c2ccc3c(c2)OCO3)c1[N+](=O)[O-]	0.0	4	-6	1	-9	1.1	-1.3	0	-0.6	5.5*	0
12	CCc1nc(NCc2ccco2)c2oc3ccccc3c2n1	-0.5	-2	-1	-7	-4	-1.7	-0.2	1	-1.8	-0.4	-2
13	COC(=O)CCC(C(=O)CN1C(=O)c2ccccc2C1=O)N1C(=O)c2ccccc2C1=O (stereo not given)	0.3	5	-2	1	-3	3.0	-2.2	-1	-0.3	0.6	-1
14	Cc1ccc(NC(=O)c2ccc(OC(=O)COc3cccc(Cl)c3)cc2)cc1	3.9*	-2	1	0	1	12*	7.6*	6	0.1	0.8	1
15	COc1c(O)c(O)c2oc(-c3ccccc3)cc(=O)c2c1OC	-0.5	-5	3	-3	-3	-1.6	1.7	-2	-1.0	-2.5	6
16	CCN1CCN(c2ccc(S(=O)(=O)N3CCCCC3)cc2NC(=O)c2cccc(F)c2)CC1	1.3	2	-6	0	-3	-0.9	-1.1	1	-1.3	0.9	1
17	CCCN(CC(=O)Nc1ccccc1C)C(=O)c1ccc(N2CCCCCC2)c([N+](=O)[O-])c1	-1.3	1	-4	-3	-10	-1.1	-0.5	0	-1.0	-1.2	-1
18	CCC[C@@H](CN1CCC[C@H]1CN1C(N)=NC[C@H]1CC(C)C)N1C[C@@H]([C@H](C)CC)N(CCc2ccc(Cl)c(Cl)c2)C1=N	0.3	2	6	-2	1	1.4	-0.8	-3	-0.5	-0.6	2
19	O=C(NCc1cccnc1)Nc1cccc(Cl)c1Cl	-0.3	-4	-1	-1	-6	-2.7	0.3	-2	-1.0	-1.0	3
20	COc1ccc(C(=O)O/N=C(\N)c2ccccc2)cc1	3.4	0	3	0	-4	14*	8.7*	1	1.9*	1.3	-1
21	COC(=O)[C@@]1(Sc2ccc(C)cc2)CC(=O)N(c2cccc(SC)c2)[C@@H]1c1ccccc1	-2.2	7	0	-2	-3	-5.4	-2.4	-3	-1.1	x	-1
22	Nc1ccnc(=O)[nH]1	0.1	-5	-3	-3	1	-1.8	1.0	-5	-0.4	-1.5	-2
23	Cc1cccc(N/C(=N\S(=O)(=O)c2ccccc2)C(F)(F)F)c1	0.6	-3	2	-3	1	0.4	1.1	1	-0.4	0.3	1
24	O=[N+]([O-])c1cc(C=Nc2ccc3ccccc3c2)ccc1Br	0.8	2	-5	-13	-14	4.8	1.7	4	1.2*	1.4	-11

4 entries drawn at random from those above:
#	SMILES	DAX1 inh-1	Rev-erbA mod	MBD2 inh	ADAM17 inh	PLC-beta3 inh	hgDAF12 agonist	hcDAF-12 act	SMARCA2 act	ssDAF12 agonist	DAX1 inh-2	PLCg1 inh
23	Cc1cccc(N/C(=N\S(=O)(=O)c2ccccc2)C(F)(F)F)c1	0.6	-3	2	-3	1	0.4	1.1	1	-0.4	0.3	1
19	O=C(NCc1cccnc1)Nc1cccc(Cl)c1Cl	-0.3	-4	-1	-1	-6	-2.7	0.3	-2	-1.0	-1.0	3
18	CCC[C@@H](CN1CCC[C@H]1CN1C(N)=NC[C@H]1CC(C)C)N1C[C@@H]([C@H](C)CC)N(CCc2ccc(Cl)c(Cl)c2)C1=N	0.3	2	6	-2	1	1.4	-0.8	-3	-0.5	-0.6	2
22	Nc1ccnc(=O)[nH]1	0.1	-5	-3	-3	1	-1.8	1.0	-5	-0.4	-1.5	-2

The list continues:
#	SMILES	DAX1 inh-1	Rev-erbA mod	MBD2 inh	ADAM17 inh	PLC-beta3 inh	hgDAF12 agonist	hcDAF-12 act	SMARCA2 act	ssDAF12 agonist	DAX1 inh-2	PLCg1 inh
25	O=C(COc1coc(CN2CCN(c3ccc(F)cc3)CC2)cc1=O)NCC1CCCO1 (stereo not given)	0.4	7	-5	3	5	-1.8	-1.5	-2	-1.4	-1.1	3
26	Cc1ccc2nc(-c3ccc(F)cc3)c(Cc3ccccc3C(F)(F)F)n2c1	4.7*	17*	8	-10	-15	14*	4.9	2	1.7*	x	-15
27	CC1CCN(C(=O)CCCOc2cc(=O)n(C)c3ccccc23)CC1	-0.7	-3	-1	0	2	0.6	-1.2	1	-0.8	0.5	2
28	NC(=O)Nc1ccc(C(=O)OCC(=O)Nc2ccc(Cl)cn2)cc1	-0.5	1	-1	0	-1	-0.1	-1.2	-1	-0.9	0.9	3
29	O=[N+]([O-])c1ccc2c(c1)C(N1CCOCC1)/C(=C/COc1ccc3ccccc3c1Br)O2 (stereo not given)	0.0	-3	6	-5	-1	0.6	0.2	-1	-0.3	0.4	0
30	CC1C(=O)Nc2ccccc2N1C(=O)c1ccc(Cl)cc1 (stereo not given)	0.0	6	1	-2	-6	-2.8	-1.9	-4	-1.2	-0.2	1
31	O=C(NCc1nnnn1-c1ccc(F)cc1)c1ccc(S(=O)(=O)N2CCOCC2)cc1	0.0	1	8	-2	-2	-0.2	1.6	-5	-0.6	-0.1	0
32	CN(c1ccccc1)S(=O)(=O)c1ccc(C(=O)N2CCc3ccccc3C2)cc1	-0.5	4	3	2	1	-1.1	-0.8	-3	-1.7	-2.6	-1
33	COc1ccc(OC(C)C(=O)N(C)Cc2nc(-c3cccc(C)c3)no2)cc1 (stereo not given)	-0.6	1	0	2	-1	-2.6	-1.6	-4	-1.5	-0.1	4
34	O=C1CC(c2ccccc2)=C(c2ccccc2)C1c1ccccc1 (stereo not given)	-1.1	5	4	1	-5	-0.9	0.7	-4	-0.5	0.8	-6
35	CCN(CC)C(=O)Oc1ccc2cc(Br)ccc2c1	0.9	3	0	3	1	5.3	6.3*	2	-1.5	-0.4	-1
36	Cc1nn(C)cc1CN(C)C(=O)c1nn2c(c1Br)NC(c1cccs1)CC2C(F)(F)F (stereo not given)	-0.8	-2	4	-6	0	-3.4	-2.0	-6	-1.4	-1.7	2
37	COc1cccc(NC=C2C(=O)OC3(CCCCC3)OC2=O)c1	-0.1	1	1	-5	-12	1.2	-1.1	-1	-1.4	-1.3	-2
38	CC(Sc1nnc2c(n1)[nH]c1ccccc12)C(=O)NC1CCCCC1 (stereo not given)	-0.4	-3	-2	0	-4	-0.5	0.3	-4	-0.1	-0.6	3
39	Nc1cccc(C(=O)Nc2ccc3nc(-c4cccnc4)[nH]c3c2)c1	0.4	-2	-7	0	5	-2.1	-0.8	-4	-0.3	-0.4	12*
40	CCCc1nnc(NC(=O)NCCN2C(=O)C3C4C=CC(C4)C3C2=O)s1 (stereo not given)	-0.2	-1	-2	-2	1	1.4	0.1	-2	-1.2	1.2	-1
41	Cc1nn(C)c(C)c1NS(=O)(=O)c1ccc(Cl)cc1	-1.4	-8	-5	-3	-5	3.7	-0.9	-1	0.7	0.1	-4
42	Cc1n[nH]c(=O)c2c(NC(=O)COC(=O)Cc3ccc(Cl)cc3Cl)oc(C)c12	0.9	1	-1	-5	-6	-2.0	0.1	-1	-0.7	1.4	4
43	CC1Cc2cc(S(=O)(=O)NCc3ccccc3)ccc2N1C(=O)C1CC1 (stereo not given)	-0.1	-5	5	-4	-5	0.4	-0.6	-3	-1.2	-1.2	0
44	CSCCC(NC(=O)c1cccc(C)c1)C(=O)OCC(=O)NC(=O)c1cccn1C (stereo not given)	0.1	1	-1	0	4	0.9	0.9	-2	-0.4	-0.4	-5
45	CCCC(=O)OC12CCCN(C1)/C(=C/c1ccc(Cl)cc1)C2 (stereo not given)	1.4	-3	-6	1	-1	1.8	-1.5	-2	-0.8	x	-1
46	Cc1c(C(=O)NCc2ccc3c(c2)OCO3)oc2ccc(Br)cc12	-0.1	3	1	1	-9	2.3	-0.2	-1	-0.2	1.8	0
